Rab2 wt GTP: changes GTP binding to wildtype dog Rab2A, up or down | P61105 | GST-Rab2 wt beads, Bodipy-GTP binding, flow cytometry | GTP binding activity, % at 10 µM | 190,000 compounds, 0.19% hits | AID 760;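 active = GTP binding activity at least 20 points away from 100%, either lowered or raised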;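 also: 0% = beads with excess unlabeled GTP and 100% = no-compound control corrected for plate trend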
Pf gamet viab: inhibitors of late stage P. falciparum gametocyte viability; P. falciparum stage V gametocytes, ATP luminescence, 24 h; inhibition, % at 10.9 µM; 150,000 compounds, 0.065% hits; AID 743093;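 active = inhibition above the mean plus 3 SD of compounds within the control limits, set per campaign, cut at about 38% in these data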;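 also: 0% = DMSO wells and 100% = medium only without gametocytes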
Bim-Mcl-1: human Bim-Mcl-1 interaction inhibition; 190,000 compounds, 0.1% hits; inhibition, % at 10 µM; Bead-based flow cytometry, Bim peptide-Mcl-1 binding; Q07820; in the data active = inhibition above about 40%;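 also: 0% = no compound tracer wells and 100% = peptide blocker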
Target sequence (Q07820 whole entry, looked up): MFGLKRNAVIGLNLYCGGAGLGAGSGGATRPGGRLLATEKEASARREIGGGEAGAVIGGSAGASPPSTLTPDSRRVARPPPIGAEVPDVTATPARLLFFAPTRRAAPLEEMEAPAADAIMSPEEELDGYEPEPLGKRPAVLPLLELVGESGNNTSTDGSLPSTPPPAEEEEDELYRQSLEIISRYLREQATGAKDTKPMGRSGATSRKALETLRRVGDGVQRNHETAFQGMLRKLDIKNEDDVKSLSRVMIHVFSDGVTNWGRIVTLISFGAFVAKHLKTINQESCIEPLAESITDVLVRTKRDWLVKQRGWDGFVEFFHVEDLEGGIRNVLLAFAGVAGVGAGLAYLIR
Mcl1-Noxa inh: Mcl-1/Noxa interaction inhibition. 220,000 compounds, 1.5% hits. TR-FRET Mcl-1/Noxa peptide binding, 2 h. Q07820. inhibition, % at 21.7 µM;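 active = compounds that cut the protein-peptide binding signal by more than 50% relative to plate controls in a single-dose test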;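 also: His-tagged Mcl-1 with rhodamine Noxa BH3 peptide and terbium anti-His antibody; 0% = Mcl-1 plus Noxa peptide wells and 100% = peptide-only wells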
Rab7 wt GTP bind: modulators of GTP binding to dog Rab7 wildtype GTPase. GST-Rab7 beads, fluorescent GTP binding, flow cytometry; actives lie on both sides; untreated = 100%, excess cold GTP = 0%. 190,000 compounds, 0.055% hits. GTP binding activity (percent of control), % at 10 µM;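 active = fluorescent GTP binding to Rab7 beads changed by at least 20 points from the 100% baseline, either direction, mostly lower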;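 also: median green fluorescence of bound Bodipy-FL-GTP per Rab7 bead population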
Rac1 act GTP bind: alters GTP binding to activated mutant human Rac1; percent activity (GTP binding), % at 10 µM; AID 764; 190,000 compounds, 0.11% hits; P63000; GST-Rac1 activated beads, fluorescent GTP binding, flow cytometry; actives lie on both sides; 100% means binding = to untreated wells;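 active = GTP binding at least 20 percentage points away from the 100% baseline, in either direction, so actives lie on both sides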
Avidin bead fluor: compound fluoresces at 488/530 nm on avidin beads; 220,000 compounds, 0.38% hits; fluorescence (KMESF) at 10 µM; compound fluorescence 488/530 nm, flow cytometry; stronger effect = higher value; in the data active = fluorescence above about 47; also: inactives centre near 10
Cdc42 wt GTP: modulators (inhibitors or activators) of GTP binding to human Cdc42 wildtype. GST-Cdc42 beads, Bodipy-GTP binding, flow cytometry; actives lie on both sides. percent activity (GTP binding), % at 10 µM. 190,000 compounds, 0.2% hits. AID 761;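 active = percent activity GTP binding at least 20 points away from the 100% baseline, either down as inhibitor or up as activator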;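 also: median bead fluorescence of bound Bodipy-FL-GTP at 100 nM; 0% = excess unlabeled GTP control and 100% = no compound control; below 100% means less GTP binding so inhibitor and above means activator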
Target sequence (P60953 whole entry, looked up): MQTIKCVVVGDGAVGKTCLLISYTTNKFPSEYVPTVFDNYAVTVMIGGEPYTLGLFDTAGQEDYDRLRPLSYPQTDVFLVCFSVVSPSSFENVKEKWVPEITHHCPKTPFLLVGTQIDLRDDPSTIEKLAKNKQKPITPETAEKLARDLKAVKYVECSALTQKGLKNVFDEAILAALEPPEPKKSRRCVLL
Mcl1 Bid PPI: Mcl-1/Bid interaction inhibition; Q07820; TR-FRET Mcl-1/Bid-Dy647 peptide binding, 1536-well; inhibition, % at 21.7 µM; 220,000 compounds, 0.97% hits; AID 1021;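 active = compounds that cut the binding signal by more than half at the single screening dose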;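 also: His-tagged Mcl-1 with europium anti-His antibody binding Bid BH3 peptide; 0% = Mcl-1 plus peptide wells and 100% = peptide-only wells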
Rac1 wt modul: modulators of human Rac1 wildtype GTP binding; P63000; GTP binding activity (% of control), % at 10 µM; GST-Rac1 beads, fluorescent GTP binding, flow cytometry; actives lie on both sides; 0 = cold GTP competed, 100 = untreated; AID 757; 190,000 compounds, 0.27% hits;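 active = GTP binding activity at least 20 points away from the 100% control level, either lower or higher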
HRas wt GTP bind: human HRas wildtype GTP binding, change in either direction | P01112 | GTP binding activity, % at 10 µM | GST-Ras wt beads, Bodipy-FL-GTP binding, flow cytometry; actives lie on both sides | 190,000 compounds, 0.14% hits;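 active = GTP binding activity at least 20% away from the 100% baseline, either lowered as inhibitor or raised as activator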;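 also: 0% = unlabeled GTP competition control and 100% = no-compound control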
Target sequence (P01112 whole entry, looked up): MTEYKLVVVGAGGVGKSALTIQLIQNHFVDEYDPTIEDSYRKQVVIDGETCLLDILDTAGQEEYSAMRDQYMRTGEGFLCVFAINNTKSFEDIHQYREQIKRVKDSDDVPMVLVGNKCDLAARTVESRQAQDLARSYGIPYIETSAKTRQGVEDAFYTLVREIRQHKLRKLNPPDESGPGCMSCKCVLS
* marks the source's active call; other numbers are inactive results; / = not tested or not shown.

SMILES	Rab2 wt GTP	Pf gamet viab	Bim-Mcl-1	Mcl1-Noxa inh	Rab7 wt GTP bind	Rac1 act GTP bind	Avidin bead fluor	Cdc42 wt GTP	Mcl1 Bid PPI	Rac1 wt modul	HRas wt GTP bind
O=c1cc(CSc2nc(NCc3ccccc3)c3ccccc3n2)nc2ccc(Cl)cn12	97.0	0.0	-6.0	0.7	99.0	99.0	9	97.0	-27.0	102.0	99.0
O=C(CCSc1ccccc1)Nc1ccc(OCc2ccccc2)cc1	99.0	/	-5.0	4.6	102.0	101.0	11	105.0	-16.7	105.0	101.0
CCN(CC(=O)NCc1ccc(F)cc1)CC(=O)Nc1ccc(S(=O)(=O)N2CCCC2)cc1	93.0	7.1	0.0	-3.7	100.0	93.0	9	95.0	-3.0	93.0	95.0
O=c1c(Cc2ccc(Cl)cc2Cl)c(O)ccn1Cc1ccncc1	90.0	1.7	0.0	9.1	94.0	95.0	6	91.0	-6.6	99.0	94.0
CC1(C(=O)Nc2cccc(S(=O)(=O)N3CCOCC3)c2)Cc2ccccc2C(=O)O1 (centres undefined)	100.0	-1.4	5.0	28.4	102.0	99.0	10	103.0	9.1	102.0	99.0
CC(=O)N1CSCC1C(=O)O (centres undefined)	107.0	/	0.0	12.5	109.0	97.0	22	106.0	-5.4	106.0	104.0
CCCCCCCN=CC1=C(O)CC(c2ccccc2)CC1=O (centres undefined)	101.0	1.2	0.0	15.8	104.0	100.0	2	101.0	4.2	101.0	102.0
Cc1ccc2c(c1)NCC(C(=O)NC1CCCCC1)O2 (centres undefined)	107.0	/	0.0	4.2	109.0	98.0	15	105.0	-64.5	104.0	107.0
CC(=O)c1c(Nc2ccccc2)sc(C(=O)c2ccccc2)c1C	99.0	-1.2	-3.0	7.0	100.0	97.0	4	99.0	-1.0	101.0	99.0
O=C(Cc1cccs1)N1CCN(C(=O)C2CCCO2)CC1 (centres undefined)	100.0	/	-2.0	-10.4	101.0	98.0	11	102.0	-3.1	102.0	101.0
S=c1[nH]nc(CCc2ccccc2)n1-c1ccc(Cl)cc1	95.0	19.7	-4.0	19.6	97.0	94.0	7	100.0	-23.1	96.0	94.0
CCN(CC)S(=O)(=O)c1cccc(C(=O)N/N=C/c2ccccc2OCC(=O)O)c1	93.0	-15.4	1.0	9.3	94.0	92.0	13	95.0	4.3	95.0	94.0
O=C(OC1CCCCC1)c1ccc2c(c1)C1C=CCC1C(C(=O)O)N2 (centres undefined)	98.0	/	-1.0	107.8*	95.0	96.0	6	98.0	98.2*	98.0	98.0
CC1(C)CC(=O)C2=C(C1)Nc1ccccc1NC2c1cccnc1 (centres undefined)	100.0	-20.4	-2.0	5.3	101.0	100.0	20	98.0	-18.1	104.0	99.0
CCCNC(=O)c1ccc(C2SCC(=O)N2CCc2ccccc2)cc1 (centres undefined)	97.0	15.5	-34.0	-0.8	99.0	97.0	2	98.0	-17.5	103.0	100.0
CCCCNc1ccc2nsnc2c1[N+](=O)[O-]	97.0	-75.8	-3.0	-8.8	99.0	100.0	6	103.0	-19.2	106.0	100.0
COc1ccc2nc(C)cc(SCC(=O)N3CCCCC3)c2c1	98.0	1.6	-5.0	-3.3	103.0	95.0	11	95.0	-22.5	97.0	100.0
C=CCNc1nnc(Sc2ncccc2[N+](=O)[O-])s1	95.0	-0.4	1.0	11.7	95.0	96.0	15	95.0	11.0	93.0	95.0
O=C(Nc1ccon1)c1cccc(S(=O)(=O)N2CCCCC2)c1	98.0	6.5	4.0	0.6	106.0	95.0	7	99.0	-35.3	98.0	97.0
S=C(NC1CCCCCC1)NC1CCCC1	98.0	16.6	-4.0	6.2	96.0	98.0	10	98.0	-16.6	99.0	98.0
O=C(/C=C/c1ccccc1)NC(=S)NNS(=O)(=O)c1ccccc1	93.0	6.5	-3.0	-12.4	102.0	92.0	22	94.0	-62.0	91.0	95.0
Cc1c(NC(=O)c2cnn3c2NC(c2ccco2)CC3C(F)(F)F)c(=O)n(-c2ccccc2)n1C (centres undefined)	99.0	3.9	-2.0	-1.2	100.0	97.0	18	97.0	-15.6	96.0	97.0
Cc1ccc(S(=O)(=O)N2CCN(C(C)C)CC2)cc1	97.0	-6.9	2.0	0.3	107.0	93.0	11	97.0	-37.8	99.0	97.0
CCCn1c(NCc2cccc(OC)c2O)nc2ccccc21	101.0	/	-8.0	15.9	101.0	101.0	18	100.0	-49.8	104.0	100.0
Fc1ccc(NC2=NCCCCC2)cc1	97.0	19.8	0.0	-3.6	95.0	97.0	15	97.0	7.8	99.0	94.0
CCC1(CC)NC(=O)N(CC(=O)OCC(=O)Nc2cc(C)ccc2C)C1=O	100.0	/	0.0	11.3	96.0	99.0	7	101.0	-1.3	102.0	101.0
Cc1cc(C)c2c(c1)-c1c(ssc1=S)C(C)(C)N2C(=O)CN1C(=O)c2ccccc2C1=O	93.0	-16.8	-3.0	10.6	96.0	100.0	14	94.0	-23.5	99.0	97.0
C=CCn1c(=NC(=O)CN2C(=O)CCC2=O)sc2cccc(OC)c21	101.0	/	2.0	6.3	98.0	98.0	8	101.0	1.9	101.0	99.0
CCC(O)CC(C(=O)NNc1ccccc1)C(=O)NNc1ccccc1 (centres undefined)	99.0	/	0.0	8.0	106.0	94.0	8	102.0	-12.9	97.0	100.0
COc1ccc(CN2CCN(Cc3nc4ccccc4s3)CC2CCO)c(C)c1C (centres undefined)	97.0	/	-5.0	12.9	94.0	95.0	8	96.0	-9.3	97.0	94.0
CCC1CCc2c(c3ccccc3[nH]c2=O)O1 (centres undefined)	97.0	/	-2.0	19.8	97.0	96.0	30	96.0	2.3	98.0	100.0
Cc1ccccc1/[N+]([O-])=C/c1ccncc1	105.0	-18.9	0.0	12.5	98.0	102.0	6	107.0	-9.4	103.0	106.0
CCOC(=O)N1CCN(C(=O)c2oc3ccc(S(=O)(=O)N4CCCCC4)cc3c2C)CC1	103.0	/	1.0	0.4	104.0	96.0	18	101.0	2.6	97.0	104.0
O=C(Nc1nsc(-c2ccccc2)n1)c1ccc(F)cc1	100.0	/	3.0	-5.0	103.0	92.0	6	98.0	-30.3	98.0	100.0
CCNC(=O)CSc1nnc(-c2cccc(S(=O)(=O)N(CC)CC)c2)n1CCc1ccccc1	100.0	/	-4.0	-0.5	101.0	98.0	14	102.0	-18.6	103.0	102.0
COc1ccc(C2CC(c3cc(Br)ccc3F)n3nnnc3N2)cc1 (centres undefined)	101.0	/	-1.0	21.9	100.0	101.0	8	103.0	5.9	103.0	103.0
CC(C)C1N(c2ccccc2)C(N)=C(C#N)C1(C#N)C#N (centres undefined)	103.0	11.4	-4.0	10.7	99.0	101.0	6	105.0	-37.4	103.0	101.0
Cc1ccc(S(=O)(=O)N(C)CC(=O)O/N=C(\N)c2cccc([N+](=O)[O-])c2)cc1	102.0	20.5	-6.0	4.1	103.0	101.0	11	103.0	10.3	105.0	101.0
O=C(O)c1cccc(NC(=O)c2ccc(S(=O)(=O)c3ccccc3)cc2)c1	96.0	0.8	-3.0	4.7	100.0	98.0	5	97.0	1.1	99.0	97.0
C#CCN(C)CCCOc1ccc(Cl)cc1Cl	97.0	/	0.0	28.8	97.0	99.0	11	98.0	35.4	99.0	98.0
Cc1ccc(C(=O)Nc2ccccc2N2CCN(C(=O)C(C)C)CC2)cc1C	102.0	/	-1.0	1.1	100.0	103.0	38	102.0	-25.0	106.0	101.0
CCCOC(=O)/C=C/c1c(C)[nH]c(=O)[nH]c1=O	99.0	-16.1	9.0	-9.3	102.0	100.0	10	102.0	1.9	104.0	101.0
CC(C(=O)Nc1ccccc1Sc1ccccc1)N(c1ccccc1)S(C)(=O)=O (centres undefined)	96.0	-8.7	4.0	5.0	100.0	99.0	20	105.0	8.0	110.0	104.0
Cc1c(NC(=O)c2n[nH]c(=O)c3ccccc23)c(=O)n(-c2ccccc2)n1C	99.0	-13.8	0.0	-0.8	98.0	97.0	11	101.0	-8.0	99.0	99.0
O=C(Cc1cccs1)N/N=C/c1ccc(OCc2ccccc2)cc1	95.0	-4.5	-4.0	-8.9	97.0	94.0	18	92.0	18.6	92.0	94.0
O=C(CO)N/N=C/c1ccccc1F	97.0	8.8	0.0	-52.7	95.0	95.0	5	98.0	1.4	99.0	97.0
O=C(c1ccc2ccccc2n1)N1CCN(c2ccccc2O)CC1	99.0	13.0	0.0	1.1	99.0	100.0	8	100.0	-50.4	100.0	101.0
O=C(c1ccco1)N1CCN(c2c(-c3ccccc3)c3cc(Cl)ccc3[nH]c2=O)CC1	98.0	/	0.0	-119.5	101.0	95.0	7	98.0	-7.7	103.0	102.0
CSc1cccc(NC(=O)Cn2cccc2)c1	98.0	0.3	-1.0	-12.5	97.0	98.0	16	103.0	-43.9	104.0	101.0
COCCOC(=O)C1=C(C)OC(N)=C(C#N)C1c1ccco1 (centres undefined)	97.0	/	-5.0	11.0	102.0	97.0	33	103.0	-12.8	109.0	101.0
Cc1sc2ncn(CC(=O)NCc3ccco3)c(=O)c2c1-c1ccccc1	101.0	-9.3	-13.0	6.5	104.0	98.0	5	97.0	-41.5	101.0	99.0
NC(=O)c1coc(-c2ccccc2)n1	94.0	15.1	0.0	14.1	98.0	94.0	19	94.0	3.2	97.0	96.0
COc1ccc(NC(C)=O)cc1CNC(=O)COc1c(C)c(C)cc(C)c1C	95.0	4.2	-5.0	0.1	91.0	97.0	2	95.0	-6.8	101.0	96.0
Fc1ccc(Oc2cc(N3CCOCC3)nc(-c3ccccc3)n2)c(F)c1	95.0	-14.7	-5.0	7.3	93.0	94.0	11	97.0	-9.2	94.0	96.0
O=Cc1ccccc1OCc1nnsc1Cl	96.0	4.5	0.0	20.2	103.0	97.0	11	98.0	-5.5	99.0	97.0
CCNC(=S)N(Cc1ccc(OC)cc1)C1CC(=O)N(c2ccc(OCC)cc2)C1=O (centres undefined)	100.0	9.1	-2.0	12.0	97.0	96.0	/	98.0	19.1	102.0	100.0

Three compounds already listed, sorted by heavy-atom count, highest first:
SMILES	Rab2 wt GTP	Pf gamet viab	Bim-Mcl-1	Mcl1-Noxa inh	Rab7 wt GTP bind	Rac1 act GTP bind	Avidin bead fluor	Cdc42 wt GTP	Mcl1 Bid PPI	Rac1 wt modul	HRas wt GTP bind
CC(C(=O)Nc1ccccc1Sc1ccccc1)N(c1ccccc1)S(C)(=O)=O (centres undefined)	96.0	-8.7	4.0	5.0	100.0	99.0	20	105.0	8.0	110.0	104.0
CCCOC(=O)/C=C/c1c(C)[nH]c(=O)[nH]c1=O	99.0	-16.1	9.0	-9.3	102.0	100.0	10	102.0	1.9	104.0	101.0
O=C(CO)N/N=C/c1ccccc1F	97.0	8.8	0.0	-52.7	95.0	95.0	5	98.0	1.4	99.0	97.0
